BRCA1 expr up: BRCA1 expression activation; MCF7-BRCA1-FFLuc reporter, luminescence, 48 h; response scale: scaled: vehicle 0%, 10 µM genistein 100%; Potency, µM (series often up to 46.1 µM), inactives show at the highest dose activation, most hits filed as activators; actives 1.1% (n = 380,000); AID 624202; also: potency is read from the fitted curve at half-maximal effect; nearly all actives have a fitted effect of over 80% in size; some results filed as inactive show a strong effect at the top dose
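Reporter cells (MCF7, BRCA1 promoter-firefly luciferase) received library compounds across a concentration series for 48 h. End-point luminescence was measured and concentration-effect curves derived after normalization.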
USP2a block: inhibitors of human ubiquitin-specific protease USP2a | O75604 | USP2 core, Ub-CHOP2 coupled fluorogenic reporter, 485/531 | Potency, µM (highest dose often 38.3 µM), inactives show at the top dose activity change, negative = inhibition, most hits filed as inhibitors | actives 0.01% (n = 330,000) | AID 463254;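 also: potency is read from the fitted curve at half-maximal effect; plate controls were DMSO wells for no effect and full inhibition by NEM control for full effect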
Target sequence (O75604 whole entry, looked up): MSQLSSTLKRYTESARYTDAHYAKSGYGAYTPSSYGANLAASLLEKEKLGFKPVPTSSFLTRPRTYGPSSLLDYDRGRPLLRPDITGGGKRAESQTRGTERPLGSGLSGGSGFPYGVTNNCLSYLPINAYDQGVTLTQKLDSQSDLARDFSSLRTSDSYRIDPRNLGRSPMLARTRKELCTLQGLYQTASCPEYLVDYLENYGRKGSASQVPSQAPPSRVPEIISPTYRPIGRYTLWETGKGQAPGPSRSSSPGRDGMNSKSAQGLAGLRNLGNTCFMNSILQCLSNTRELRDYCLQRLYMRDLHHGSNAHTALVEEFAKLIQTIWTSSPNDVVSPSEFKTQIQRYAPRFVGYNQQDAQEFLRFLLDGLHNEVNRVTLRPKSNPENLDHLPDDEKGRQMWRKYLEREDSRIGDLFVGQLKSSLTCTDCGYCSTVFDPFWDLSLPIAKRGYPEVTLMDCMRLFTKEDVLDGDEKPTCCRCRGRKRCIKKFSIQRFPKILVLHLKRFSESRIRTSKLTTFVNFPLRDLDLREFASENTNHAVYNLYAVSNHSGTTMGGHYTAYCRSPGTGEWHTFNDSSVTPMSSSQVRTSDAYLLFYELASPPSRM
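Cell-free coupled assay: 10nM USP2 core preincubated 30min RT with compound in Tris-HCl pH 8.0/CaCl2/CHAPS buffer, then 25nM Ub-CHOP2 and 25nM reporter substrate; fluorescence (Ex 485/Em 531) read after 60min RT, normalized to NEM inhibition, concentration-response curves fitted.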
ELG1 genotox: inducers of genotoxicity in HEK293T ELG1-luciferase cells; HEK293T ELG1-luciferase reporter, luminescence, 16 h; Potency, µM (titrated, usually from 46 µM), for the others: at the top dose activity change, positive = activation, hits mostly activators; AID 504466; actives 1.3% (n = 330,000); also: potency is read from the fitted curve at half-maximal effect; % of control where 0% means no effect; nearly all actives have a fitted effect of over 60% in size
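Step 1: seed 2,000 HEK293T ELG1-luciferase cells per well. Step 2: add compound or DMSO, incubate 16 hr at 37 °C. Step 3: ONE-Glo, 30 min at room temperature, read luminescence.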
TRPV1 ag: agonists of human vanilloid receptor 1 (TRPV1) | Q8NER1 | TRPV1-expressing cells, Fluo-8 calcium influx, agonist mode | activation, % at 8.33 µM | actives 0.19% (n = 320,000); in the data active = activation above about 80%; inconclusive = between about 30% and that limit; also: 0% is about no effect
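Cells expressing TRPV1 were dye-loaded with Fluo-8 and read kinetically: 10 s baseline, 3 min after compound (agonist portion), then 2 min after EC20 capsaicin (allosteric enhancer portion). Calcium-bound dye fluorescence at 480/520 nm.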
ASM inhibitor: inhibitors of human secretory acid sphingomyelinase; P17405; actives 0.006% (n = 340,000); Potency, µM (highest dose often 57.5 µM), for inactives: top-dose activity change, negative = inhibition, usual class: inhibitors; placental ASM, HMU-PC fluorogenic substrate, 60 min; AID 504937; also: potency is read from the fitted curve at half-maximal effect
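Fluorogenic HMU-PC substrate (9 uM final) is turned over by placental ASM in 60 min at 37 C after a 10 min compound preincubation. Reaction ended by alkaline stop (pH 10), with fluorescence read at 386/447 nm.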
p53 reactivator: mutant p53 re-activation in reporter cells | Potency, µM (top dose mostly 92.2 µM), for inactives: top-dose activity change, positive = activation, most hits filed as activators | AID 504706 | H1299 p53-A138V BP100-luciferase reporter, luminescence, 24 h | actives 0.063% (n = 320,000); also: potency is read from the fitted curve at half-maximal effect; % of control where 0% means no effect; nearly all actives have a fitted effect of over 45% in size
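H1299 (p53-null), stable ts p53-A138V + BP100-Luc; 1000 cells/well, Opti-MEM/10% FBS; cpd 4 pt, 1:5; 24 h, 37 deg C, 5% CO2; detection reagent 10 min RT; luminescence.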
B2AR arrestin: agonists driving beta-arrestin recruitment to human beta2-adrenergic receptor | P07550 | beta-arrestin recruitment to beta2AR, cell-based reporter | Potency, µM (highest dose often 46.1 µM), for inactives: at the top dose activation, usual class: activators | actives 0.02% (n = 330,000);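 also: potency is read from the fitted curve at half-maximal effect; 0% = DMSO controls and full agonism = EC100 isoproterenol or metaproterenol; nearly all actives have a fitted effect of over 65% in size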
Integrin act MD: activators of alpha7 integrin expression for muscular dystrophy | AID 624291 | actives 0.064% (n = 350,000) | alpha7betagal myoblasts, beta-gal FDG fluorescence, 48 h | Potency, µM (highest dose often 38.3 µM), inactives show at the top dose activation, actives largely listed as activators;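 also: potency is read from the fitted curve at half-maximal effect; 100% = response of the positive control SU9516; nearly all actives have a fitted effect of over 60% in size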
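alpha7betagal+/- myoblasts (passage 13, 250/well) treated 48 h at 37C with compounds at 1:260 dilution of DMSO stock. Lysed, then beta-galactosidase activity read as FDG fluorescence (ex 480/em 540) after 30 min, with pre-read for autofluorescence.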
Eya2 inh: Eya2 (human) phosphatase inhibition; Potency, µM (highest dose often 76.9 µM), inactives show top-dose activity, negative = inhibition, actives largely listed as inhibitors; actives 0.006% (n = 330,000); recombinant Eya2, OMFP fluorescence dephosphorylation (OMFP is methylfluorescein phosphate); AID 488837; O00167; also: potency is read from the fitted curve at half-maximal effect; % is scaled to controls: 0 for no effect and ±100 for the full control effect
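Eya2 protein (added as 0.2 uM solution) was preincubated with compound for 10 min at ambient temperature in 50 mM HEPES pH 7.5, 50 mM NaCl, 5 uM MgCl2, 0.05% BSA, 1 mM DTT. OMFP (added at 50 uM) then reacted 10 min; fluorescence read at 485/525 nm.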
uPA surface inh: cell surface uPA generation inhibition; cell surface uPA generation assay, qHTS; Potency, µM (series often up to 38.3 µM), for the others: at the highest dose activity change, negative = inhibition, most hits filed as inhibitors; actives 0.31% (n = 330,000); AID 540303; active = well fitted inhibition curve with a large enough effect; inconclusive = small, poorly fitted or top-dose-only effect; inactive = no such curve, though single readings can be large or run the other way; tested in mouse RAW 264.7 cells; also: potency is read from the fitted curve at half-maximal effect; % is scaled to controls: 0 for no effect and ±100 for the full control effect; nearly all actives have a fitted effect of over 55% in size
PTAP TSG101 blk: blocks PTAP/TSG101 interaction to inhibit HIV-1 budding; Q99816; Fluorescence polarization, FITC-PTAP peptide / Tsg101 binding; Potency, µM (highest dose often 115 µM), inactives show at the highest dose activity change, negative = inhibition, most hits filed as inhibitors; 340,000 tested, under 10 active; AID 493005; active = well fitted inhibition curve with a large enough effect in the main read-out, with a control signal flat, not every such curve was filed as active; inconclusive = small, poorly fitted or top-dose-only effect, or effect the other way, or a change in a side signal; inactive = no such curve, though single readings can be large or run the other way; also: potency is read from the fitted curve at half-maximal effect; % of control where 0% means no effect
Target sequence (Q99816 whole entry, looked up): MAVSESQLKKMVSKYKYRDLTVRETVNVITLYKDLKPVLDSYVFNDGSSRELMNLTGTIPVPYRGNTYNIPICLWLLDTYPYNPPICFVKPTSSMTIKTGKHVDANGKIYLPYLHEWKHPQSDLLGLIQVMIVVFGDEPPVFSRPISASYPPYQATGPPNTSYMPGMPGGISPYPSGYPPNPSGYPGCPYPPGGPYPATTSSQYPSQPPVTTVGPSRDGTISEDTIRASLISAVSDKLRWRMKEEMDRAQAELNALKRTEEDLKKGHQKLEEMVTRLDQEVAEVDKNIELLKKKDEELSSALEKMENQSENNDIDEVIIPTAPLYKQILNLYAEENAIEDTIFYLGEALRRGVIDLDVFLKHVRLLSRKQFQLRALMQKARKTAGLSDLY
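FP read-out: FITC-PTAP peptide, 50 nM final, binding Tsg101 binding domain, 10 uM final; 20 min, r.t.; 10 mM HEPES pH 7.5, 0.15 M NaCl, 0.01% Tween 20, 3 mM EDTA, 0.1 mM TCEP.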
* hit, by the source's call; i = inactive; ? = inconclusive; . = not tested or not shown; [ ] = remark or other dose. Unless noted, calls follow the shape of the dose curve; as a rule, active = well fitted curve in the direction sought with a large enough effect; inconclusive = small, poorly fitted or top-dose-only effect, or another doubt; inactive = no such curve, though single readings can be large; an effect the other way counts as inactive or inconclusive.

SMILES | BRCA1 expr up | USP2a block | ELG1 genotox | TRPV1 ag | ASM inhibitor | p53 reactivator | B2AR arrestin | Integrin act MD | Eya2 inh | uPA surface inh | PTAP TSG101 blk
C/C=C(\C)C(=O)O[C@@H]([C@H](O)c1cc2ccc(=O)oc2cc1OC)C(C)(C)O | -7% | 0% | 5% | 3 | 20% | -11% | -0.1% | 14% | 6% | -2% | -2%
C=CCn1c(SCC(=O)NC2CC2)nc2ccccc2c1=O | -3% | 3% | 6% | 2 | -1% | -11% | -1.0% | -21% | 18% | 4% | -1%
CCCC(=O)NC(=S)Nc1ccccc1F | -9% | 0% | 3% | 1 | 0% | 14% | 0.1% | -12% | 2% | 2% | 1%
CCOC(=O)c1[nH]c2ccc(OCC)cc2c1NC(=O)CN1CCCC(C)C1 (configuration not stated) | -52% | -8% | -8% | -5 | 133%[activator] | 5% | -0.8% | 1% | -13% | 0% | -6%
CC1CCCC(C)N1C(=O)COC(=O)c1ccco1 (configuration not stated) | 7% | 5% | 2% | . | 5% | 4% | -0.2% | -21% | -10% | -7% | -2%
CC(=O)N1CC(=O)N(Cc2ccccc2)/C(=C/c2ccccc2)C1=O | 1% | 0% | -1% | ? | -2% | -4% | 0.0% | -33% | -8% | -3% | -2%
COc1ccc(NC(=O)c2c(N)cnn2C)cc1 | 37% | 0% | 6% | -5 | 2% | 18% | -0.5% | 12% | -2% | 4% | -2%
S=C(Nc1ccc2nsnc2c1)N1CCCC1 | 30% | 1% | 8% | 8 | 1% | 19% | -0.8% | 6% | -1% | -2% | -2%
COc1ccc(CCNc2nc(-c3ccccn3)cs2)cc1OC | -12% | 1% | -5% | 5 | 4% | -2% | ? | -23% | -2% | -15% | -1%
CN(C(=O)c1ccc(S(=O)(=O)N2CCOCC2)cc1)C1CCS(=O)(=O)C1 (configuration not stated) | -6% | 2% | 0% | 7 | 1% | 3% | -0.1% | -7% | 11% | 1% | -1%
CCOC(=O)C1=C(COC(=O)C2CC(=O)N(CCc3ccccc3)C2)NC(=O)NC1C (configuration not stated) | -3% | 7% | 0% | . | 4% | 1% | 0.0% | -17% | -23% | 5% | -4%
CCc1sc(C(=O)NNC(=O)c2cncc(Br)c2)cc1C | -1% | 4% | 1% | . | -2% | 0% | -0.4% | 0% | 8% | 0% | -3%
C=CCc1cccc(CNc2ccc(Br)cc2)c1O | -3% | -4% | 4% | 14 | -3% | 5% | -0.7% | 33% | 5% | 15% | -1%
CC(Oc1ccc(F)cc1)C(=O)Nc1ccccc1C(=O)NC1CC1 (configuration not stated) | -19% | -3% | 1% | 5 | 5% | 0% | -0.5% | 6% | ? | 0% | 1%
Cc1cccc2sc(NC(=O)c3cccc(S(=O)(=O)N4CCc5ccccc54)c3)nc12 | -3% | -1% | -7% | -3 | -2% | 6% | 0.4% | 0% | -1% | 13% | -3%
Cc1ccccc1-n1c(SCC(=O)N/N=C/c2sccc2C)nc2ccccc2c1=O | 16% | -5% | -6% | -1 | -2% | -11% | -0.6% | -10% | 9% | 2% | -1%
CC(C)Cn1c(N)c(C(=O)COC(=O)c2cc3ccccc3cc2O)c(=O)n(C)c1=O | -19% | -4% | -4% | . | -7% | 2% | 0.0% | -34% | -6% | -4% | 0%
CC(=O)N1C[C@H]2CON(C)[C@H]2C[C@H]1c1cccc(-c2ccccc2C)c1 | -4% | . | . | . | 3% | . | . | 28% | . | 2% | -7%
CC(/C=N/NC(=O)c1ccccn1)=C\c1ccco1 | ? | -3% | ? | 23 | 11% | 7% | -0.2% | -10% | 10% | ? | -3%
CC(OC(=O)c1cc(=O)c2cc(Cl)ccc2o1)C(=O)N1CCCC1 (configuration not stated) | -16% | 1% | -1% | 0 | 2% | 8% | 0.1% | 0% | 22% | -1% | -5%
O=C(Nc1ccccc1N1CCOCC1)c1ccc2c(c1)C(=O)N(Cc1ccncc1)C2=O | 5% | 1% | 1% | ? | 0% | 2% | 0.3% | 25% | 2% | -2% | -3%
CC(C)CN(CC(C)C)C(=O)c1cc(S(=O)(=O)N2CCCCC2)c[nH]1 | 1% | 0% | -6% | 18 | -1% | -8% | 0.3% | 7% | -6% | -1% | -3%
COc1ccc(C2NC(=O)NC(C)=C2C(=O)Nc2cccc(C)c2C)cc1 (configuration not stated) | 0% | 0% | 10% | 3 | -3% | -1% | 0.1% | 11% | 9% | 4% | -1%
Cn1nnc2c(sc3nc(N4CCOCC4)c4c(c32)CCCC4)c1=O | -13% | -1% | 3% | 5 | -3% | -7% | -0.5% | -10% | -22% | 1% | -2%
CCNC(=S)N/N=C/c1cccc(/C=N/NC(=S)NCC)c1 | -14% | 1% | -1% | -1 | 21% | -3% | -0.9% | -24% | -6% | 3% | -3%
O=C(COC(=O)c1cnccn1)Nc1c(Cl)cc(Cl)cc1Cl | 5% | -1% | 0% | 1 | -3% | 9% | -0.2% | -3% | -1% | 4% | -3%
Nc1c(S(=O)(=O)c2ccccc2)c2nc3ccccc3nc2n1C1CC1 | -20% | 1% | 0% | 5 | i | -2% | 0.0% | -5% | 6% | 3% | 1%
Cc1ccc(S(=O)(=O)NCCc2nnc3ccc(SCc4cccnc4)nn23)cc1 | -2% | 3% | -1% | -3 | 4% | 0% | -0.6% | -5% | 0% | 3% | -5%
O=C(C1CCCN(c2ncnc3c2nc2n3CCCCC2)C1)N1CCN(c2ccc(Cl)cc2)CC1 (configuration not stated) | -56% | 0% | -13% | 28 | -17% | 3% | 0.1% | -21% | 9% | -3% | 0%
COCCNc1nc(=S)[nH]c2cc(OC)c(OC)cc12 | -9% | 0% | 0% | -2 | 1% | -13% | 0.3% | 8% | 13% | 2% | -4%
Cc1ccc(NC(=O)CO/N=C/c2ccccc2C)c(C)c1 | -16% | 7% | -5% | 7 | 0% | -2% | -0.9% | 24% | ? | 7% | -4%
Cn1c(=S)c2[nH]c(SCCC(C)(C)C)nc2n(C)c1=O | -42% | . | . | . | -1% | . | . | -19% | . | 0% | -5%
Cc1nc2nc(SCC(=O)C(C)(C)C)[nH]c2cc1Br | 39% | -2% | 5% | 10 | 0% | 7% | 0.1% | 19% | -9% | -2% | -1%
Cc1cc(C)c(C)c(OCCOCCN2CCN(C)CC2)c1 | -3% | -4% | 0% | 2 | 6% | 6% | -1.0% | 4% | -3% | -1% | 0%
CCO/C=C/C(O)(CNC(=O)COc1ccccc1F)C(F)(F)F (configuration not stated) | 2% | -1% | -1% | -1 | 3% | 1% | -0.5% | -13% | -6% | 9% | -5%
COc1ccc(-n2c(=O)[nH]cc(C(=O)Nc3ccc(NC(C)=O)cc3)c2=O)cc1 | 3% | -1% | -1% | -2 | 0% | 1% | 0.5% | -3% | -5% | 7% | -3%
Cc1cc(C)cc(-n2c(C)cc(/C=N/NC(=O)CSc3ncccn3)c2C)c1 | -52% | 0% | -3% | 0 | -5% | 0% | -0.1% | -18% | 0% | -11% | -5%
Fc1ccccc1CSc1ccc(-c2ccco2)nn1 | ? | -7% | ? | ? | 2% | ? | -0.1% | -9% | 2% | -9% | -1%
CCN1C(=O)C(=O)c2cc(C)ccc21 | -5% | 4% | 5% | . | 8% | 9% | -2.3% | -7% | 10% | ? | -8%
Cc1ccc(C(=O)NNC(=O)C2CC2)cc1Br | 8% | 3% | 1% | 0 | 3% | 3% | -0.4% | 38% | 4% | 0% | -1%
CCCCN(C)C(=O)c1ccc(CS(=O)(=O)c2ccccc2C)o1 | -13% | 1% | -4% | -1 | 8% | -5% | 11% | -6% | -4% | -22% | -3%
O=C(CCNC(=O)c1ccc([N+](=O)[O-])cc1)Nc1ccc(Cl)c(S(=O)(=O)N2CCOCC2)c1 | 0% | -4% | -1% | -2 | -4% | -5% | -0.1% | -1% | 3% | -5% | -1%
Cc1ccc2c(Cl)cc(Cl)c(OCC(=O)N3CCCC3)c2n1 | -5% | -1% | -4% | 2 | 6% | -3% | 4.1% | -9% | 9% | 1% | -7%
COc1ccc(CCNC(=O)C2CC(=O)N(C3CCCCCCC3)C2)cc1OC (configuration not stated) | 16% | -2% | -1% | 1 | 1% | -1% | -0.3% | 4% | -9% | . | 0%
